PostGolgi yeast – phenotypic screen on post-Golgi transport, primary screen. post-Golgi transport phenotypic cell assay. inhibition, % at 10 µM. hit rate 0.9% among 98,000; in the data active = inhibition above about 30%;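 note: yeast cells grown in 1536-well plates; yeast grown about 18 h at 30C before absorbance read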
CYP2C19 activ – human CYP2C19 activators, primary screen, biochemical, luminescence. recombinant CYP2C19, luciferin-H EGE luminescence; stronger effect = higher value; 0 = fully inhibited enzyme, 1 = untreated enzyme. activation factor at 5 µM. 96,000 tested, under 10 active. AID 1025, 2008;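 active = activation factor of at least 2 at 5 µM in the primary screen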;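 note: 0 = wells with 2.5 mM tranylcypromine and 1 = vehicle-only wells; values of inactives mirror those of a sister screen read the other way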
EphB4 ephrin blk – EphB4-ephrin-B2 interaction antagonists, primary screen, biochemical, TNYL-RAW peptide probe, fluorescence polarization; Ephrin type-B receptor 4 (Homo sapiens), P54760; EphB4 LBD / TNYL-RAW-Alexa532 peptide; inhibition, % at 7 µM; hit rate 0.15% among 97,000; AID 720, 2007;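 active = inhibition above the screen-wide mean inhibition plus 3 SD, cut at about 15% in these data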;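 note: 0% = DMSO wells and 100% = excess unlabeled TNYL-RAW peptide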
Ecoli WT expand – growth inhibitors of wild-type E. coli, primary screen, strain BW25113, expanded library, OD600 | hit rate 0.15% among 98,000 | OD600 absorbance | growth inhibition, % at 100 µM;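 active = growth inhibition above about 50% at one test dose, limit read from the data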;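 note: growth measured after 20 h incubation at 37 °C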
CYP2C9 act – human CYP2C9 activators, primary screen, biochemical, luminescence; AID 1024, 2008; recombinant CYP2C9, luciferin-H conversion; stronger effect = higher value; factor 1 = untreated enzyme, 0 = blocked; hit rate 1.4% among 96,000; activation factor at 5 µM; Cytochrome P450 2C9 (Homo sapiens), P11712;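 active = activation factor of 2 or more for CYP2C9 at a 5 µM dose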;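 note: 0 = sulfaphenazole-blocked wells and 1 = vehicle-only wells; values of inactives mirror those of a sister screen read the other way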
CYP2C9 inh – blockers of cytochrome P450 2C9 activity – biochemical, luminescence, ADME assay, primary screen; CYP2C9 Supersomes, luciferin-H conversion; inhibition, % at 5 µM; hit rate 20% among 96,000;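 active = blocking of liver enzyme CYP2C9 beyond about 50% at 5 µM, limit read from the data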; note: values of inactives mirror those of a sister screen read the other way
PLAP act – PLAP enzyme activators, biochemical, luminescence, HTS; Alkaline phosphatase, placental type (Homo sapiens), P05187; hit rate 1.2% among 96,000; activation fold at 20 µM; purified PLAP enzyme, luminescent substrate read-out; stronger effect = higher value; in the data active = activation fold above about 2
CYP2C19 inh – blockers of cytochrome P450 2C19 activity – biochemical, luminescence, ADME assay, primary screen. P33261. CYP2C19 Supersomes, luciferin-H EGE luminescence, 30 min. inhibition, % at 5 µM. hit rate 21% among 96,000. AID 778, 2007;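 active = CYP2C19 inhibition above a set limit at 5 µM in the primary screen, cut at about 50% in these data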;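 note: plate controls were negative control wells for no effect and 2.5 mM tranylcypromine positive control for full effect; values of inactives mirror those of a sister screen read the other way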
PTK2B oligo ant – antagonists of Pyk2 self-association, primary screen, Q293 cells, FERM NanoBiT luminescence, HTS; Protein-tyrosine kinase 2-beta (Homo sapiens), Q14289; stronger effect = lower value; z-score (the deposit names both 25 µM and 10 µM); hit rate 0.83% among 99,000; AID 1347419, 2020;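 active = Z-score of -3 or lower, scaled per plate to the spread of control and sample wells; inactive = z-score above -3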;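 note: negative z-score means lost luminescence so less FERM oligomerization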
Target sequence (Q14289 whole entry, looked up): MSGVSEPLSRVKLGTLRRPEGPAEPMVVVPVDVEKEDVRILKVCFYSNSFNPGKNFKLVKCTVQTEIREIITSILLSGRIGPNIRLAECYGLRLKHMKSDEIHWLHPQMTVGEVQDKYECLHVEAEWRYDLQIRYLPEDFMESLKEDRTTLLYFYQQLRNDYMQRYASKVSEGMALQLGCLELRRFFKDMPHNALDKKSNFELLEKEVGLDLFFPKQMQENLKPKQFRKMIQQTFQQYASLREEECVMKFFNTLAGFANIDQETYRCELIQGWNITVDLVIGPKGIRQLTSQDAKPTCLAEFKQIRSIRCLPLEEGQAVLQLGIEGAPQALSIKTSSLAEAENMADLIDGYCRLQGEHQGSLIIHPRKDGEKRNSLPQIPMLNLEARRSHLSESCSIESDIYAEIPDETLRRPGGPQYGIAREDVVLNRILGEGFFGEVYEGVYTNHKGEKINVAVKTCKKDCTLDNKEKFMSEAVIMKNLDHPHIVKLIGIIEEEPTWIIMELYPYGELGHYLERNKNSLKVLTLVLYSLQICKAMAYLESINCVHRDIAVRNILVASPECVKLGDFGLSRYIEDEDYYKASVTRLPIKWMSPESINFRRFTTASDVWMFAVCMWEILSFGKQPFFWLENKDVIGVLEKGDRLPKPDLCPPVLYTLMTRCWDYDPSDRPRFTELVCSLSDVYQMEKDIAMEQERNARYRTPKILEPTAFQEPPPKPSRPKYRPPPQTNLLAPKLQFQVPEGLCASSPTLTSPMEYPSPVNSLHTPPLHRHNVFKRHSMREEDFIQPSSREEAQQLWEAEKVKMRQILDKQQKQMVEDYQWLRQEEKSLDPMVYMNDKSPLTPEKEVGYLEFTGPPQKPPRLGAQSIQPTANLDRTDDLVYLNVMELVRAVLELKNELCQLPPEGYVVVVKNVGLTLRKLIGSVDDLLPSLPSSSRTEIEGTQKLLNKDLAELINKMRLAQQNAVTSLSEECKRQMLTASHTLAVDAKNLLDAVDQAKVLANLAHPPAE
Active calls of the source: *; . = no result given.

#1 N#CCCN1CCN(S(=O)(=O)c2ccc(C#N)cc2)CC1
#2 Cc1cc(S(=O)(=O)N2CCN=C2c2ccccc2)ccc1F
#3 CSc1nnc(C)c(/C=C/Nc2ccc(C)cc2)n1
#4 O=C1CCCN1CCCNc1ncnc2c1[nH]c1ccccc12
#5 Cc1ccc(OCC(=O)Nc2ccc(S(=O)(=O)Nc3onc(C)c3C)cc2)cc1
#6 CC(C)(C)NC(=O)/C(=C\c1ccc(Br)cc1)NC(=O)c1cccs1
#7 CNC(=O)c1cc(S(=O)(=O)N(C)C)ccc1Cl
#8 CC1CCN(c2ccc(C(=O)NCCc3ccccc3)cn2)CC1

| Compound | 1 | 2 | 3 | 4 | 5 | 6 | 7 | 8 |
| --- | --- | --- | --- | --- | --- | --- | --- | --- |
| PostGolgi yeast | -7 | -5 | 7 | 11 | 5 | 2 | 2 | 12 |
| CYP2C19 activ | 0.9 | 0.1 | 1 | 0.6 | 1 | 1.1 | 1.1 | 0.9 |
| EphB4 ephrin blk | -3 | -5 | 6 | -3 | 0 | 6 | 0 | . |
| Ecoli WT expand | 0 | -1 | -13 | 5 | -3 | -5 | -1 | -8 |
| CYP2C9 act | 0.9 | 0.4 | 1 | 0.7 | 0.9 | 1 | 1.2 | 0.3 |
| CYP2C9 inh | 5 | 65* | 1 | 27 | 12 | 3 | -16 | 67* |
| PLAP act | 1 | 1 | 0.9 | 1.3 | 1.2 | 1 | 0.9 | 0.9 |
| CYP2C19 inh | 8 | 95* | -5 | 39 | -2 | -13 | -14 | 11 |
| PTK2B oligo ant | 0.14 | 0.81 | 0.98 | -0.21 | 0.92 | 0.2 | 0.48 | 2.5 |

#9 CCOc1cc(/C=C2/N=C(c3ccc(C(C)(C)C)cc3)OC2=O)cc(Cl)c1OS(C)(=O)=O
#10 CC(C)(C)c1nnc2sc(SCC(=O)c3ccccc3)nn2c1=O
#11 Clc1ccccc1Cn1nnc2c(NCCN3CCOCC3)ncnc21
#12 O=C(COC(=O)c1cccs1)c1ccccc1
#13 CN(C)S(=O)(=O)c1ccc(N2CCCC2)c(C(=O)NCc2ccccc2)c1
#14 Cc1cc(NC(=O)CSc2nnc(-c3ccc(Cl)s3)o2)no1
#15 CCN(CC)c1ccc2cc(C=O)c(=O)oc2c1
#16 CCOC(=O)N1CCC(NC(=O)CSCc2nc(-c3sccc3C)oc2C)CC1

| Compound | 9 | 10 | 11 | 12 | 13 | 14 | 15 | 16 |
| --- | --- | --- | --- | --- | --- | --- | --- | --- |
| PostGolgi yeast | -2 | -7 | -6 | -5 | -2 | -4 | 5 | 20 |
| CYP2C19 activ | 0.9 | 0.6 | 1.1 | 0.1 | 0.4 | 0.7 | 1.1 | 0.6 |
| EphB4 ephrin blk | 0 | -6 | . | -5 | 5 | 2 | 0 | -1 |
| Ecoli WT expand | -1 | -2 | 4 | 6 | -3 | -2 | 8 | 9 |
| CYP2C9 act | 0.7 | 0.1 | 1.3 | 0.2 | 0.4 | 0.8 | 1.1 | 0.8 |
| CYP2C9 inh | 30 | 88* | -29 | 78* | 60* | 18 | -10 | 22 |
| PLAP act | 1.4 | 1 | 1.3 | 0.9 | 1.7 | 0.9 | 0.7 | 1.5 |
| CYP2C19 inh | 14 | 36 | -12 | 89* | 62* | 32 | -7 | 41 |
| PTK2B oligo ant | 2.1 | -1.1 | 0.05 | 0.2 | -0.68 | 1.7 | -0.16 | . |

#17 CNC(=S)N(Cc1ccc(OC)cc1)C1CC(=O)N(c2ccc(Cl)cc2)C1=O (stereo not drawn)
#18 Cc1ccc2[nH]c3c(c2c1)CC/C(=C/c1ccccc1)C3=O
#19 c1ccc2c(Nc3nc4c(s3)CCCC4)cccc2c1
#20 Cc1ccc(S(=O)(=O)N2CCN(C(=O)COc3ccc(NC(=O)c4ccco4)cc3)CC2)cc1
#21 O=C(C1CC1)N1CCc2cc(S(=O)(=O)NC3CCN(Cc4ccccc4)CC3)ccc21
#22 NCC(O)COc1ccc2c(c1)OCO2 (stereo not drawn)
#23 CCCCOc1ccccc1-c1cc(C(=O)O)[nH]n1
#24 O=C1N(S(=O)(=O)c2ccccc2F)C(=O)C2(CCCC2)N1S(=O)(=O)c1ccccc1F

| Compound | 17 | 18 | 19 | 20 | 21 | 22 | 23 | 24 |
| --- | --- | --- | --- | --- | --- | --- | --- | --- |
| PostGolgi yeast | 16 | -8 | -1 | 2 | 3 | 4 | -5 | -4 |
| CYP2C19 activ | 0.4 | 0.6 | 1.1 | 0.9 | 0.9 | 1 | 1.1 | 0.8 |
| EphB4 ephrin blk | 9 | -1 | 1 | 2 | 10 | -9 | 2 | . |
| Ecoli WT expand | 2 | -12 | 0 | 1 | -6 | 6 | -5 | 1 |
| CYP2C9 act | 0.7 | 0.7 | 1.1 | 1 | 1 | 1 | 1 | 0.9 |
| CYP2C9 inh | 30 | 29 | -11 | -1 | 2 | 2 | 0 | 11 |
| PLAP act | 1 | 0.1 | 1.1 | 0.9 | 1.2 | 1.1 | 1.3 | 1 |
| CYP2C19 inh | 63* | 40 | -5 | 13 | 9 | 4 | -12 | 21 |
| PTK2B oligo ant | -0.7 | 0.15 | -0.43 | 0.61 | 1.1 | -0.4 | 1.9 | 0.94 |

Entries of single compounds as entered above.
`O=C(C1CC1)N1CCc2cc(S(=O)(=O)NC3CCN(Cc4ccccc4)CC3)ccc21` is listed with PostGolgi yeast: 3; CYP2C19 activ: 0.9; EphB4 ephrin blk: 10; Ecoli WT expand: -6; CYP2C9 act: 1; CYP2C9 inh: 2; PLAP act: 1.2; CYP2C19 inh: 9; PTK2B oligo ant: 1.1
`c1ccc2c(Nc3nc4c(s3)CCCC4)cccc2c1` is listed with PostGolgi yeast: -1; CYP2C19 activ: 1.1; EphB4 ephrin blk: 1; Ecoli WT expand: 0; CYP2C9 act: 1.1; CYP2C9 inh: -11; PLAP act: 1.1; CYP2C19 inh: -5; PTK2B oligo ant: -0.43

The main list resumes, starting 4 compounds before the break.
#21 O=C(C1CC1)N1CCc2cc(S(=O)(=O)NC3CCN(Cc4ccccc4)CC3)ccc21
#22 NCC(O)COc1ccc2c(c1)OCO2 (stereo not drawn)
#23 CCCCOc1ccccc1-c1cc(C(=O)O)[nH]n1
#24 O=C1N(S(=O)(=O)c2ccccc2F)C(=O)C2(CCCC2)N1S(=O)(=O)c1ccccc1F
#25 CCCn1c(O)c2ccc(C(=O)N=NC(=O)c3cccnc3)cc2c1O
#26 CCN(c1ccccc1)S(=O)(=O)c1ccc(C(=O)Nc2nccs2)cc1
#27 O=C(CN1CCOCC1)Nc1ccccc1Cl
#28 c1cnc2ccc(C(c3nnnn3C3CCCCC3)N3CCN4CCCC4C3)cc2c1 (stereo not drawn)
#29 COc1cc(C(=O)OCC(=O)N(C)C)cc(NC(=O)c2ccco2)c1OC
#30 Cc1ccc(N2CN=c3s/c(=C\c4ccccn4)c(=O)n3C2)cc1

| Compound | 21 | 22 | 23 | 24 | 25 | 26 | 27 | 28 | 29 | 30 |
| --- | --- | --- | --- | --- | --- | --- | --- | --- | --- | --- |
| PostGolgi yeast | 3 | 4 | -5 | -4 | -4 | -1 | 7 | -4 | -5 | 4 |
| CYP2C19 activ | 0.9 | 1 | 1.1 | 0.8 | 1.2 | 1 | 0.8 | 1 | 1 | 1 |
| EphB4 ephrin blk | 10 | -9 | 2 | . | 3 | 0 | -6 | 4 | 1 | 6 |
| Ecoli WT expand | -6 | 6 | -5 | 1 | -4 | -8 | 9 | 13 | -9 | 4 |
| CYP2C9 act | 1 | 1 | 1 | 0.9 | 1.2 | 0.8 | 1 | 0.3 | 1.1 | 1 |
| CYP2C9 inh | 2 | 2 | 0 | 11 | -18 | 23 | 1 | 69* | -8 | 1 |
| PLAP act | 1.2 | 1.1 | 1.3 | 1 | 1.2 | 0.8 | 1.2 | 1.4 | 1.1 | 0.9 |
| CYP2C19 inh | 9 | 4 | -12 | 21 | -23 | -4 | 19 | -1 | -2 | 4 |
| PTK2B oligo ant | 1.1 | -0.4 | 1.9 | 0.94 | -0.14 | 0.9 | 0.68 | -0.4 | 0.2 | 0.06 |

Screens from PubChem.
